OX1R antagonist: antagonists of human orexin 1 receptor; O43613; CHO/OX1R cells, Fluo-8 calcium fluorescence, orexin A; inhibition, % at 5 µM; 0.43% of 330,000 active; AID 434989;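 active means inhibition above its plate's threshold, mean inhibition of all tested compounds on the plate plus 3 SD, cut at about 37% in these data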;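 further: 0% = orexin A challenge wells and 100% = SB-334867-A antagonist wells; not every result past the cut was called active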
Target sequence (O43613 whole entry, looked up): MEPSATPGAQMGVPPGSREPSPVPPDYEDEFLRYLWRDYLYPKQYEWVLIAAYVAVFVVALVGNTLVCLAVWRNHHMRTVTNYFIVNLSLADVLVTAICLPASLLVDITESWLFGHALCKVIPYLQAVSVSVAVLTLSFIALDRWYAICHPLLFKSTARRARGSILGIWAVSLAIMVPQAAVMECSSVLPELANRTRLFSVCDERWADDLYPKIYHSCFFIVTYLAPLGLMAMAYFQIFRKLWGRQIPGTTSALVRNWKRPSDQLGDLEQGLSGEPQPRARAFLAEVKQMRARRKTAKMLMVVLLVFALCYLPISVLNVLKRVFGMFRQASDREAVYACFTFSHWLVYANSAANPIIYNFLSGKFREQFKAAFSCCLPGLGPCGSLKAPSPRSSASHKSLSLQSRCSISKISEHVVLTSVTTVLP
CHT PAM: allosterically activates the human high affinity choline transporter. AID 488977. CHT-expressing cells, membrane potential dye, choline EC20; stronger effect = higher value; LV-AA mutant CHT in HEK293 cells. 0.49% of 310,000 active. B-score at 10 µM. Q9GZV3;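 active means initial fluorescence not abnormally high and integrated response B-score, plate-corrected, over 3 SD above library mean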
Target sequence (Q9GZV3 whole entry, looked up): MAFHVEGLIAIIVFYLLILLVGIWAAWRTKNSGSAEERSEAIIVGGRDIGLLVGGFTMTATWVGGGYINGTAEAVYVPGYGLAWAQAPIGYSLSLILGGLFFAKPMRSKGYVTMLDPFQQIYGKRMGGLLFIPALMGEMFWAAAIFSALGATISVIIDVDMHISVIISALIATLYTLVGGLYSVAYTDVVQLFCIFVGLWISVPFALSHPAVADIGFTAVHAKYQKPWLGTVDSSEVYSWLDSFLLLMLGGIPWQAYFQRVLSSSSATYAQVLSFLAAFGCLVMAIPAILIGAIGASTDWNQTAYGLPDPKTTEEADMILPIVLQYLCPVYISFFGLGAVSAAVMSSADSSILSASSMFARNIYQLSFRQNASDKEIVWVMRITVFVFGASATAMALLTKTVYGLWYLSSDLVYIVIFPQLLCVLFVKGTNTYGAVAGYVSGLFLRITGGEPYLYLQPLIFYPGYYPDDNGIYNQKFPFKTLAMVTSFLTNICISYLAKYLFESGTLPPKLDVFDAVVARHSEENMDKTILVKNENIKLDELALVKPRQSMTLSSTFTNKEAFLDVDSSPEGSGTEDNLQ
Active calls of the source: *; i = inactive; / = no result given.

Each structure is followed by: OX1R antagonist, CHT PAM
CC(C)CC(NC(=O)CCC(=O)OCC(=O)[C@@]1(O)CCC2[C@@H]3CCC4=CC(=O)C=C[C@]4(C)C3[C@@H](O)C[C@@]21C)C(=O)O (some centres not stated)
 : -9, i
CC(C)OC(=O)C1C(=O)CC(C)(O)C(C(=O)OC(C)C)C1c1cccc([N+](=O)[O-])c1 (configuration not stated)
 : -13, i
CCOC(=O)c1csc(-c2ccc3c(c2)CCO3)n1
 : -19, i
Cc1ccc(F)cc1NC(=O)COC(=O)C1CCN(c2ccc(C(F)(F)F)cn2)CC1
 : -23, i
CC(C)O/C(=N\S(=O)(=O)c1ccc(Cl)cc1)c1ccccc1
 : -10, i
COCCCNC(=O)C1CCN(S(=O)(=O)c2c(C)noc2/C=C\c2ccc(OC)cc2)CC1
 : 1, i
COc1ccc(C(=O)NCCS(=O)(=O)N2CCCCCC2)cc1
 : -18, i
Cc1noc(C)c1NC(=O)Nc1ccc2c(c1)C(=O)N([C@H](C)CO)C[C@H](C)[C@@H](CN(C)S(=O)(=O)c1ccc(F)cc1)O2
 : -16, /
CN1C(=O)CSC1=Nc1ccc(Br)cc1
 : -8, i
Cc1nc(-c2nc(-c3c(C(=O)NN)noc3C)cs2)cs1
 : -17, i
O=Cc1cccc(OC(=O)/C=C/c2ccco2)c1
 : -15, i
Fc1cccc(NC(=S)N2CCn3cccc3C2c2cccnc2)c1 (configuration not stated)
 : -5, i
O=C(COc1cc(F)ccc1[N+](=O)[O-])Nc1ccc(N2CCOCC2)cc1
 : -12, i
CC(=O)OCC1OC(OC(C)=O)C(NC(=O)Cc2ccccc2)C(OC(C)=O)C1OC(C)=O (configuration not stated)
 : -15, i
COc1ccccc1N1CCN(/N=C/c2cccc(OC)c2O)CC1
 : -15, i

Complete entries, looked up by structure. Order of screens: OX1R antagonist, CHT PAM
Profile of COc1ccc(C(=O)NCCS(=O)(=O)N2CCCCCC2)cc1 = -18, i
Profile of Fc1cccc(NC(=S)N2CCn3cccc3C2c2cccnc2)c1 (configuration not stated) = -5, i

Remaining list, next part.
Each structure is followed by: OX1R antagonist, CHT PAM
CC(C)C[C@H](NC(=O)[C@@H]1Cc2ccccc2CN1)C(=O)Nc1ccc(C(C)C)cc1
 : -32, i
CN(C)S(=O)(=O)c1ccc(C(=O)Nc2nc(-c3ccccc3)c(C(=O)c3ccccc3)s2)cc1
 : 12, i
CCOP(=O)(OCC)c1nc(-c2ccc(Cl)cc2Cl)oc1N1CCCCC1
 : -43, i
O=C(COc1ccc(-n2cnnn2)cc1)Nc1ccc(F)c(F)c1F
 : -73, /
Cc1c(C#N)c(NC(=O)CCl)n(Cc2ccccc2)c1C
 : 3, i
O=C(Nc1ccc2c(c1)OCO2)C1CCN(S(=O)(=O)c2cccc3cccnc23)CC1
 : -12, i
O=C(Nc1ccc(F)c(Cl)c1)NC1CC1
 : 4, i
Cc1nc(=O)c(-c2ccccc2)c(C)n1-c1cccc(/C=C/C(=O)O)c1
 : -19, i
CCSc1nc(N)nc(-c2cccs2)c1C#N
 : -6, i
CC(C)(C)c1cc[n+](-c2nc([O-])sc2C=O)cc1
 : 19, i
N#CCC(=O)N/N=C/c1ccc(Sc2nc3ccccc3s2)o1
 : -34, i
Cc1cccc(-c2noc(-c3ccccc3C(=O)NCC3CCCO3)n2)c1 (configuration not stated)
 : -31, i
CSCCC(NS(=O)(=O)c1ccccc1F)C(=O)NCC(c1ccco1)N(C)C (configuration not stated)
 : -14, /
CCCCCc1ccc(CC(=O)Nn2c(C)nc3ccccc3c2=O)cc1
 : 8, i
C=CCNC(=S)NNc1ncnc2sc3c(c12)CC(C)(C)OC3
 : -21, i
NS(=O)(=O)c1ccc(NC(=O)CCC(=O)N2CCOCC2)cc1
 : -11, i
COc1ccc(C(=O)Nc2ccc(CN3CCCCC3)cc2)cc1
 : -6, i
COc1ccc(CCNC(=O)/C(C#N)=C/c2ccc(OCC(=O)NCC3CCCO3)cc2)cc1OC (configuration not stated)
 : -21, i
Cn1c(=O)c2c(nc(NCc3ccco3)n2Cc2ccccc2Cl)n(C)c1=O
 : -13, i
Cc1cc(C)c2c(c1)/C(=N/NC(=O)c1cc(C)oc1C)CCC2
 : -10, i
O=C(O)CCCC(=O)Nc1ccc(C(=O)N2CCCCC2)c(Cl)c1
 : -1, i
Cc1cccc(C)c1NC(=O)CN(C)C(=O)c1cccc(-n2cccc2)c1
 : -21, i
O=c1c(-c2ccccc2)[n+]([O-])c2ccccc2n1O
 : -17, i
CCN(C[C@H]1N[C@@](CC)(C(=O)OC)[C@H]2C(=O)N(Cc3ccccc3)C(=O)[C@@H]12)C(=O)c1ccccc1
 : -32, /
COc1ccc(C(C)(C)C)cc1NC(=O)COC(=O)c1ccc([N+](=O)[O-])o1
 : 14, i
O=C(c1ccc(-c2cccc(C(F)(F)F)c2)o1)N1CCCCCCC1
 : -30, i
CCc1nn(CC(=O)NCCN2CCOCC2)c(=O)c2cc3c(OC)cccc3n12
 : -20, i
CCOC(=O)N1CCN(C(=O)CSc2ccc3nnc(CCNC(=O)c4ccc(OC)cc4)n3n2)CC1
 : 3, i
Cc1c(S(=O)(=O)N2CCc3ccccc3C2)c(=O)n(C)c(=O)n1C
 : -11, i
CN(CC(=O)Nc1ccc(Cl)cc1)S(=O)(=O)c1cccc2cccnc12
 : -13, i
CC(=O)c1cc(-c2ccccc2)n(CCC(=O)NC2CCCC2)c1C
 : -9, i
O=C(COC(=O)c1n[nH]c(=O)c2ccccc12)c1ccc(Cl)cc1
 : -16, i
CCCCn1c(N)c(N(CC(C)C)C(=O)COC(=O)C2(c3ccccc3)CC2)c(=O)[nH]c1=O
 : -32, i
CC1=C(C(=O)OCc2ccccc2)C(c2ccco2)C2=C(CC(C)(C)CC2=O)N1 (configuration not stated)
 : -16, i
Cc1cccc(C)c1OCC(=O)NC(Cc1c[nH]c2ccccc12)C(=O)O (configuration not stated)
 : -19, i
COCCCNC(=O)CN(c1cc([N+](=O)[O-])ccc1OC)S(C)(=O)=O
 : -7, i
CN(Cc1nc(-c2ccccn2)no1)S(=O)(=O)c1ccc(Cl)cc1
 : -18, i
CC1(C)Cc2c(sc3c2c(=N)n(Cc2ccco2)c(=O)n3CC(=O)Nc2ccccc2)CO1
 : -20, i
COc1cc2oc(=O)cc(-c3ccc(-c4ccc(F)c(Cl)c4)cc3)c2c(OC)c1OC
 : -28, /
Cc1nn(C)cc1CNC(=O)c1cccc(F)c1
 : -1, i
Cc1ccc(C2C(C#N)=C(N)Oc3n[nH]c(-c4cccs4)c32)cc1 (configuration not stated)
 : -5, i
O=C(CCO)c1ccc(O)cc1
 : 1, i
COc1cc(NC(=O)COc2ccccc2C)ccc1NC(=O)c1ccco1
 : -41, i
COCCNc1nnc(SCC(=O)Nc2cc(C)on2)s1
 : -17, /
N#C/C(=C\c1cccc([N+](=O)[O-])c1)C(=O)Nc1cccnc1
 : -6, i
CS(=O)(=O)NC1CCN(Cc2ccccc2)CC1
 : 0, i
Cc1nc(SCC(=O)NCc2ccco2)c2oc3ccccc3c2n1
 : -27, i
COc1cc(/C=N/N2CCN(C3c4ccccc4-c4ccccc43)CC2)ccc1O
 : -24, i
Cc1nn(-c2ccccc2)c2c1c(C)c(CCC(=O)N1CCOCC1)c(=O)n2C
 : -29, i
CCC(Sc1nnc2c3ccccc3n(CC)c2n1)C(=O)Nc1sc2c(c1C#N)CCCC2 (configuration not stated)
 : -31, i
O=C(NCC(c1ccc(F)cc1)N1CCOCC1)c1ccc(C(=O)c2ccccc2)cc1 (configuration not stated)
 : -36, i
Cc1cc(N)ccc1N=Nc1c(C)n(C)n(-c2ccccc2)c1=O
 : -9, i
O=C(NCCCN1CCOCC1)c1cc(-c2ccc(Cl)s2)nc2ccccc12
 : -8, i
O=C(O)C1CCCN1C(=O)Nc1ccc(F)cc1 (configuration not stated)
 : -5, i
COc1ccc(C(=O)NNC2=Nc3cccc4cccc2c34)cc1
 : 6, i
CCOP(=O)(OCC)C(Nc1cccc([N+](=O)[O-])c1)c1ccc(OC)cc1 (configuration not stated)
 : -22, i
O=C(Cc1cc(C(=O)O)c2ccccc2n1)Nc1ccccc1
 : -10, i
O=C(c1ccc(CN2CCOCC2)cc1)N1CCN(c2ccccc2)CC1
 : -3, i
CCOc1cc(C(=O)Nn2cnnc2)cc(OCC)c1OCC
 : -11, i
CCCC(NC(=O)c1ccco1)c1nc2ccccc2[nH]1 (configuration not stated)
 : -8, i

The list continues:
Each structure is followed by: OX1R antagonist, CHT PAM
CCc1cc[n+](C2=C([O-])c3ccccc3C(=O)/C2=N\S(=O)(=O)c2cccs2)cc1
 : -17, i
COc1ccc(C2/C=C\CN(C(=O)CC(C)(C)C)CC(=O)N2Cc2ccc(F)cc2)cc1 (configuration not stated)
 : -36, i
CCCCCCCC(=O)OC(CN1CCCCCC1)CN1CCCC1=O (configuration not stated)
 : -8, i
CCOC(=O)[C@H]1[C@H]2COc3ccc(OC)cc3[C@@H]2N2C(=O)CN(Cc3ccc(Cl)cc3)C(=O)[C@@]12C
 : -12, /
CCCn1c(C)cc(C(=O)CN2C(=O)c3cccc(N)c3C2=O)c1C
 : -1, i
CCOC(=O)c1cnc2ccc(OCC)cc2c1NCCCN1CCOCC1
 : -12, i
O=C(O)/C=C\C(=O)N1CCc2ccccc21
 : -6, i
COc1ccc(-n2nc3c(c2NC(=O)c2ccc(S(=O)(=O)N4CCOCC4)cc2)CS(=O)C3)cc1 (configuration not stated)
 : -5, i
CCN(CC(=O)NCc1cccs1)C(=O)CCOc1ccccc1C
 : -16, i
COCc1cc(CN2CCCC(C(=O)Nc3cccc(-n4cnnn4)c3)C2)ccc1OC (configuration not stated)
 : -33, i
Nc1nc(Cl)c(C=O)c(N2CCCCC2)n1
 : -13, i
CCOC(=O)c1c(-c2ccc(C)cc2)csc1NC(=O)c1cccc(N2C(=O)CCC2=O)c1
 : 7, i
COC(=O)c1nnn(-c2nc(N3CCOCC3)nc(N3CCOCC3)n2)c1C
 : -6, 7.8*
Cn1c(=O)cc2c3c(c(N4CCCCC4)ccc31)C(=O)c1ccccc1-2
 : -26, i
CC(=NCC1CCCO1)c1c(O)[nH]c(=O)[nH]c1=O (configuration not stated)
 : -4, i

Five neighbouring compounds out of the list so far, for reference:
Each structure is followed by: OX1R antagonist, CHT PAM
CCc1cc[n+](C2=C([O-])c3ccccc3C(=O)/C2=N\S(=O)(=O)c2cccs2)cc1
 : -17, i
COc1ccc(C2/C=C\CN(C(=O)CC(C)(C)C)CC(=O)N2Cc2ccc(F)cc2)cc1 (configuration not stated)
 : -36, i
CCCCCCCC(=O)OC(CN1CCCCCC1)CN1CCCC1=O (configuration not stated)
 : -8, i
CCOC(=O)[C@H]1[C@H]2COc3ccc(OC)cc3[C@@H]2N2C(=O)CN(Cc3ccc(Cl)cc3)C(=O)[C@@]12C
 : -12, /
CCCn1c(C)cc(C(=O)CN2C(=O)c3cccc(N)c3C2=O)c1C
 : -1, i

(continued)
Each structure is followed by: OX1R antagonist, CHT PAM
O=C1C(NS(=O)(=O)c2cccs2)=C(N2CCN(Cc3ccccc3)CC2)C(=O)c2ccccc21
 : -20, i
O=c1[nH]c(N/N=C\c2ccc(F)cc2)nc2ccccc12
 : -20, i
CC1=C(C(=O)OC(C)C)C(c2cncc(-c3ccc(F)cc3)c2)C(C#N)=C(N)O1 (configuration not stated)
 : -28, i
CC(C)CCNC(=O)C1CC(c2ccccc2[N+](=O)[O-])=NO1 (configuration not stated)
 : -10, i
O=C(NC(=S)N1CCN(c2ccccc2)CC1)c1ccccc1
 : -18, i
CCOc1cc(/C=N/NC(=O)c2ccc(CN3CCOCC3)cc2)ccc1OC
 : -25, i
CCOC(=O)Cn1nc(C)cc1NC(=O)c1cc(OC)c(OC)c(OC)c1
 : 5, i
COc1ccccc1NC(=O)Nc1ccccc1C#N
 : -13, i
Cc1[nH]c2ccccc2c1-c1csc(NC(=O)CSCCO)n1
 : -7, i
O=S(=O)(c1ccccc1C(F)(F)F)N1CCN(CC(O)COc2ccccc2F)CC1 (configuration not stated)
 : /, i
Cc1cc(C)c2nc(-n3nc(C)cc3N)cc(C)c2c1
 : -44, i
N/C(=C/C(=O)c1ccccc1O)C(F)(F)F
 : -3, i
CCOC(=O)c1ccc(CNC(=O)Cn2nnc(-c3ccc(C)cc3)n2)o1
 : -33, i
O=c1cnnc(N/N=C/c2ccccn2)[nH]1
 : -15, i
COc1ccc(OCc2n[nH]c(=S)n2Cc2ccco2)cc1
 : -16, i
C=CCC(c1ccccc1)N(C(C)=O)c1ccco1 (configuration not stated)
 : -15, i
O=c1c2ccccc2ncn1CCOc1ccccc1[N+](=O)[O-]
 : -30, i
Cc1ccc(-c2nnn(CC(=O)N(c3cnc4ccccc4c3)C(C(=O)NC3CCCC3)c3ccncc3)n2)o1 (configuration not stated)
 : -22, i
CCOc1ccc(-n2c(SCC)nc3c(c2=O)SCC3)cc1
 : -35, i
COc1ccc(Br)cc1C(=O)Nc1cccc(C)c1
 : -14, i
CCn1c(-c2nn(-c3ccc(C)cc3)ccc2=O)n[nH]c1=S
 : -22, i
C/C(=C\c1ccccc1)CN1CCC(C(=O)N2CCC(C)CC2)CC1
 : -14, i
O=C(Nc1sc2c(c1C(=O)O)CCCC2)c1ccccc1Cl
 : 1, i
CC(=O)N1CCN(Cc2nc3cc(NC(=O)C4CCCCC4)ccc3n2C)CC1
 : -20, i
O=C(Nc1cccc(S(=O)(=O)Nc2ccccc2F)c1)c1ccco1
 : 2, /
COc1ccc(/C=N/n2cnnc2SCCO)cc1OC
 : -1, i
COc1ccc(Nc2cc3n(c(=O)n2)CCc2cc(OC)c(OC)cc2-3)c(C)c1
 : -8, i
CC1=C(C)CC(C(=O)NCc2c(F)cccc2Cl)C(C(=O)O)C1 (configuration not stated)
 : -3, i
CCn1cc(C(=O)N[C@H](C(=O)NCCCOC)C(C)C)c(=O)c2cc3c(cc21)OCO3
 : -6, i
CC(=O)Nc1ccc(NC(=O)c2ccccc2N(C)S(=O)(=O)c2ccccc2)cc1
 : -18, i
